HCV inhibitor: qHTS Assay for Inhibitors of Hepatitis C Virus (HCV); Huh7.5.1 HCVcc-Cre infection, luciferase reporter, 44 h; Potency, µM (top dose mostly 41.8 µM), for inactives: at the top dose activity change, negative = inhibition, hits mostly inhibitors; hit rate 3.4% among 340,000; AID 651820, 2012; note: potency is the fitted concentration of half-maximal effect
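Reporter virus HCVcc-Cre (~0.5 moi) infects cells exposed to compound; seeding density 1,000 cells/well with 4 h settling beforehand. Luminescence, 15 sec read, taken 44 h post-infection following a 15 min RT substrate incubation.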
TbPYK inhibitor: qHTS of Trypanosoma Brucei Inhibitors | pyruvate kinase (Trypanosoma brucei), Q57TT1 | TbPYK enzyme, Kinase-Glo Plus ATP luminescence, 45 min | Potency, µM (titrated, usually from 76.8 µM), inactives show at the top dose activity, negative = inhibition, actives largely listed as inhibitors | hit rate 0.12% among 410,000 | AID 624173, 2012; note: potency is the fitted concentration of half-maximal effect; nearly all actives have a fitted effect of over 50% in size
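Glycolytic pyruvate kinase of T. brucei was incubated with substrate, test compound and 130 uM ADP for 45 minutes at room temperature. Luminescent Kinase-Glo Plus signal was measured after 10 minutes.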
AmpC no deterg: qHTS Inhibitors of AmpC Beta-Lactamase (assay without detergent) | P00811 | AmpC nitrocefin hydrolysis, absorbance 480 nm, 0.0001% Triton | Potency, µM (series often up to 57.1 µM), for the others: at the top dose activity change, negative = inhibition, most hits filed as inhibitors | hit rate 0.52% among 330,000;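 note: potency is the fitted concentration of half-maximal effect; plate controls were no compound for no effect and no enzyme for full effect; nearly all actives have a fitted effect of over 20% in size; some results filed as inactive show a strong effect at the top dose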
Target sequence (P00811 whole entry, looked up): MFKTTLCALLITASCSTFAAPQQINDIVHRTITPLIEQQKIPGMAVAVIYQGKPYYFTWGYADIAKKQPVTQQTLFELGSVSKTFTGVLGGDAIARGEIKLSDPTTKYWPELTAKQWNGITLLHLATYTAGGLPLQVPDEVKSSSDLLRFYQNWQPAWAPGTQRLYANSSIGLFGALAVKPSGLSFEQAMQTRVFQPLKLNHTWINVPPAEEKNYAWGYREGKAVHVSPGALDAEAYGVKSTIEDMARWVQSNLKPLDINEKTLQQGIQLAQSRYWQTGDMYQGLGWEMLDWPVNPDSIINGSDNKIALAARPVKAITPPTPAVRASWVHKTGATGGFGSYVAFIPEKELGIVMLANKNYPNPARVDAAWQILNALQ
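AmpC (5.3 nM in the dispensed reagent) in 20 mM phosphate pH 7.0 with 0.01% (detergent screen) or 0.0001% Triton X-100 was preincubated with compounds for 15 min at room temperature. Nitrocefin was then added from an 800 uM solution, and hydrolysis was followed at 480 nm.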
HCMV antiviral: qHTS Assay for inhibitors of the human cytomegalovirus (HCMV); HFF cells, HCMV-luciferase reporter, 72 h; stronger effect = lower value; activity change, negative = inhibition, % at 57.5 µM; hit rate 4.5% among 410,000; AID 1259415, 2018; in the data active = activity change below about -60%; inconclusive = no clear call, values can overlap the other calls; inactive = above about -39%
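Two compound doses tested in HFFs infected with HCMV-luciferase, MOI 1 PFU/cell, 72 h at 37C. Lysate luminescence read with OneGlo; data normalized against buffer-only and 10uM Salinomycin inhibitor controls.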
LmPK inhibitor: qHTS Assay for Inhibitors of Leishmania Mexicana Pyruvate Kinase (LmPK); Q27686; Potency, µM (top dose mostly 57.5 µM), for inactives: top-dose activity change, negative = inhibition, usual class: inhibitors; hit rate 0.37% among 290,000; purified LmPK, Kinase-Glo ATP luminescence, 1 h; note: potency is the fitted concentration of half-maximal effect
Target sequence (Q27686 whole entry, looked up): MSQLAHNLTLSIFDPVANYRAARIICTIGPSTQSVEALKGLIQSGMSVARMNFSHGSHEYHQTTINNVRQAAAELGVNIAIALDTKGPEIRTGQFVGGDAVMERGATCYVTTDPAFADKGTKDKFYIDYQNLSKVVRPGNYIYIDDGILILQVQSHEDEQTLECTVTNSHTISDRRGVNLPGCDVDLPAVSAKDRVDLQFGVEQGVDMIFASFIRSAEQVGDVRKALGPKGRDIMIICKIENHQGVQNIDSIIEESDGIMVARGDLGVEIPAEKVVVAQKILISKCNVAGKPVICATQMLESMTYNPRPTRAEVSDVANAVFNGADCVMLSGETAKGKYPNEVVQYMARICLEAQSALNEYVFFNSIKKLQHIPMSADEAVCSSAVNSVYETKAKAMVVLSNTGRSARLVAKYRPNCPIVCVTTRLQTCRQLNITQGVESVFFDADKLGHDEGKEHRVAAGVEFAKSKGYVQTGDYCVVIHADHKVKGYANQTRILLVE
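qHTS format; LmPK 0.1 nM; substrates PEP 0.5 mM and ADP 0.1 mM. One-hour room-temperature incubation, then coupled luciferase luminescence; 0.5 nM enzyme wells mark activation.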
AMA1 RON2 block: qHTS for Inhibitors of AMA1-RON; Towards Development of Antimalarial Drug Lead: Primary Screen; Plasmodium falciparum AMA1 (3D7) - RON2 peptide interaction; AlphaScreen AMA1-biotinylated RON2 peptide binding; Potency, µM (highest dose often 58.2 µM), without a hit: at the highest dose activity change, negative = inhibition, actives largely listed as inhibitors; hit rate 0.2% among 360,000;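 note: potency is the fitted concentration of half-maximal effect; 0% = vehicle wells and -100% = peptide control; nearly all actives have a fitted effect of over 45% in size; some results filed as inactive show a strong effect at the top dose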
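AMA1 (3D7) with his tag at 25 nM final met compounds first, then biotinylated RON2 peptide at 25 nM; detection used donor plus acceptor beads, 10 µg/mL apiece, read by AlphaScreen after 30 min at room temperature.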
AmpC detergent: qHTS Inhibitors of AmpC Beta-Lactamase (assay with detergent); hit rate 0.041% among 370,000; P00811; AmpC hydrolysis of nitrocefin, absorbance 480 nm, 0.01% Triton; Potency, µM (titrated, usually from 114 µM), inactives show at the top dose activity change, negative = inhibition, actives largely listed as inhibitors; AID 485294, 2010;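 note: potency is the fitted concentration of half-maximal effect; 0% = no-compound wells and -100% = no-enzyme wells; nearly all actives have a fitted effect of over 25% in size; some results filed as inactive show a strong effect at the top dose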
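AmpC (5.3 nM in the dispensed reagent) in 20 mM phosphate pH 7.0 with 0.01% (detergent screen) or 0.0001% Triton X-100 was preincubated with compounds for 15 min at room temperature. Nitrocefin was then added from an 800 uM solution, and hydrolysis was followed at 480 nm.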
* hit, by the source's call; ? = inconclusive; · = not tested or not shown; & = joins results of further samples; [ ] = another dose, or the depositor's remark. Unless noted, calls come from the whole dose curve; as a rule, active = well fitted curve in the direction sought with a large enough effect; inconclusive = small, poorly fitted or top-dose-only effect, or another doubt; inactive = no such curve, though single readings can be large; an effect the other way counts as inactive or inconclusive. Unless noted, % is set by controls: 0 for no effect and ±100 for the full control effect.

SMILES	HCV inhibitor	TbPYK inhibitor	AmpC no deterg	HCMV antiviral	LmPK inhibitor	AMA1 RON2 block	AmpC detergent
CC(C)(C)OC(=O)N1CCN(CCNC(=O)c2ccccc2)CC1	21%	-1%	17%	-33	2%	11%	3%
COc1ccc(CC(N)c2csc(Nc3ccc(S(C)(=O)=O)cc3)n2)cc1 (stereo not drawn)	·	-1%	·	-14	·	64%[activator]	·
Cc1ccc2nc3c(cc(C(N)=S)c(=N)n3CCCOC(C)C)c(=O)n2c1	25µM*	-8%	19%	-19	6%	4%	-12%
Cn1c(=O)c2c(ncn2CC(=O)NC(C)(C)C)n(C)c1=O	23%	-3%	-10%	3	-5%	-1%	2%
CCOc1ccc2[nH]c(=O)c(CN(CCc3ccccc3)C(=O)c3cnccn3)cc2c1	3%	-1%	-11%	-11	3%	0%	-8%
Cc1cccc(NS(=O)(=O)c2cccc(C(=O)N3CCC3)c2)c1	3%	-7%	-21%	-39	·	3%	-9%
CCCCOn1c(C)c(C(=O)OCC)c2c3nonc3ccc21	?	9%	·	-3	·	58%[activator]	·
OC1(c2ccccc2F)CCN(Cc2nnnn2Cc2ccc(F)cc2)CC1	20%	1%	66%[activator]	-32	7%	3%	3%
COC(=O)c1c(C(=O)OC)c(-c2ccccc2)n2c1CS(=O)C2 (stereo not drawn)	21%	1%	7%	-4	0%	0%	-5%
CCOc1ccccc1/C=N/N1CCN(Cc2ccccc2)CC1	-4%	-2%	2%	-23	0%	-5%	?
CCNc1nc(NCC)nc(OCCOC(=O)COc2ccc(Cl)cc2Cl)n1	16%	0%	3%	-6	2%	9%	0%
Cc1ccc(CCC(=O)Nc2ncc(Cc3cccc(Cl)c3Cl)s2)o1	?	-7%	-11%	-64*	-1%	7%	0%

Rewritten with two lines to a compound: part of the list above
Below each SMILES: HCV inhibitor, TbPYK inhibitor, AmpC no deterg, HCMV antiviral, LmPK inhibitor, AMA1 RON2 block, AmpC detergent
CC(C)(C)OC(=O)N1CCN(CCNC(=O)c2ccccc2)CC1
→ 21%, -1%, 17%, -33, 2%, 11%, 3%
COc1ccc(CC(N)c2csc(Nc3ccc(S(C)(=O)=O)cc3)n2)cc1 (stereo not drawn)
→ ·, -1%, ·, -14, ·, 64%[activator], ·
Cc1ccc2nc3c(cc(C(N)=S)c(=N)n3CCCOC(C)C)c(=O)n2c1
→ 25µM*, -8%, 19%, -19, 6%, 4%, -12%
Cn1c(=O)c2c(ncn2CC(=O)NC(C)(C)C)n(C)c1=O
→ 23%, -3%, -10%, 3, -5%, -1%, 2%
CCOc1ccc2[nH]c(=O)c(CN(CCc3ccccc3)C(=O)c3cnccn3)cc2c1
→ 3%, -1%, -11%, -11, 3%, 0%, -8%
Cc1cccc(NS(=O)(=O)c2cccc(C(=O)N3CCC3)c2)c1
→ 3%, -7%, -21%, -39, ·, 3%, -9%
CCCCOn1c(C)c(C(=O)OCC)c2c3nonc3ccc21
→ ?, 9%, ·, -3, ·, 58%[activator], ·
OC1(c2ccccc2F)CCN(Cc2nnnn2Cc2ccc(F)cc2)CC1
→ 20%, 1%, 66%[activator], -32, 7%, 3%, 3%
COC(=O)c1c(C(=O)OC)c(-c2ccccc2)n2c1CS(=O)C2 (stereo not drawn)
→ 21%, 1%, 7%, -4, 0%, 0%, -5%
CCOc1ccccc1/C=N/N1CCN(Cc2ccccc2)CC1
→ -4%, -2%, 2%, -23, 0%, -5%, ?

New compounds follow
SMILES	HCV inhibitor	TbPYK inhibitor	AmpC no deterg	HCMV antiviral	LmPK inhibitor	AMA1 RON2 block	AmpC detergent
COc1cc(C(=O)Oc2cc(C)[nH]c(=O)c2[N+](=O)[O-])cc(OC)c1OC	10%	0%	-4%	11	-6%	-7%	?
Cn1c(=O)c2c(nc(NCc3ccccc3)n2Cc2ccccc2)n(C)c1=O	·	-8%	·	-6	·	·	-10%
CCn1c(=NC(=O)CCS(=O)(=O)c2ccccc2)sc2cccc(OC)c21	·	1%	-12%	-74*	3%	0%	1%
Cc1nc2ccccc2c2nc(N)nn12	?	1%	-9%	29	-10%	6%	-6%
CCN(C[C@H]1N[C@@](Cc2ccccc2)(C(=O)OC)[C@H]2C(=O)N(Cc3ccccc3)C(=O)[C@@H]12)C(=O)c1ccc(F)cc1	7%	-8%	43%	-17	·	3%	·
Cc1cccc(-c2n[nH]c(=S)n2/N=C/c2cccs2)c1	7%	?	-37%	?	?	54%[activator]	?
C#CC[N+]1(CC#Cc2ccccc2)CCCC1	-10%	-4%	1%	-33	-5%	-2%	-10%
CSc1ccc(CCNC(=O)C2CCN(c3nc4ccccc4nc3C(F)(F)F)CC2)cc1	·	-2%	·	13	·	·	-3%
Cc1ccc(C(=O)NCCNc2ccc(Cl)cc2[N+](=O)[O-])o1	?	6%	-8%	-28	-2%	-16%	4%
COC(=O)c1sc(NC(=O)c2cc(C)on2)nc1C	2%	-2%	-13%	·	-9%	14%	?
C[C@H](CO)N1C[C@H](C)[C@H](CN(C)S(=O)(=O)c2cccs2)OCc2cnnn2CCCC1=O	·	6%	·	20	·	3%	·
COc1ccc(/C=N/NC(=O)c2cc[n+]([O-])cc2)cc1O	10%	-7%	-4%	-18	0%	62%[activator]	2%
CCOc1ccc(-c2nnc(NC(=O)Cc3cc(OC)c(OC)c(OC)c3)o2)cc1	-5%	1%	-9%	20	4%	61%[activator]	0%
O=C(Nc1ccc(C(=O)O)cc1)/C(=C\c1ccco1)NC(=O)c1ccc(Br)o1	-2%	-11%	-20%	8	0%	-7%	-11%
Cn1c(NC(=O)c2ccc(Br)o2)cc(=O)n(C)c1=O	0%&-14%	-4%	-11%	13	-2%	-7%	-17%
COc1nc(NCCc2ccc(OC)c(OC)c2)nc(NC(C)(C)CO)n1	11%	2%	-23%	15	-2%	-6%	1%
COC(=O)C1=C(C)N(CC2CCCO2)C(=O)/C1=C\c1ccc(O)cc1 (stereo not drawn)	8%	3%	0%	23	0%	-4%	4%
Cc1ccc(S(=O)(=O)N2CCN(S(=O)(=O)c3cccs3)CC2)cc1	23%	-2%	-6%	47	-6%	1%	8%
Clc1ccc(C(Cn2ccnc2)OCc2c(Cl)cccc2Cl)c(Cl)c1 (stereo not drawn)	-17%	-3%	1%	-64*	·	-30%	-17%
CC1CCN(Cc2ccc(-c3nn[nH]n3)cc2)CC1	17%	7%	-39%	-21	-2%	19%	1%
CC(=O)c1c(C)oc2c(Cl)cc(NS(=O)(=O)c3cc(C)c(C)cc3C)cc12	·	2%	·	7	·	·	7%
CCCn1c(Cc2ccccc2)nnc1SC(C)C(=O)NC1CC1 (stereo not drawn)	-3%	-7%	-6%	-10	·	82%[activator]	-1%
Cc1cc2oc(=O)cc(CN3CCOCC3)c2cc1C	8%	-22%	-7%	45	0%	-6%	-9%
O=C1OC(Nc2nc3ccccc3s2)c2ccccc21 (stereo not drawn)	15%	1%	-12%	65	5%	102%[activator]	-8%
CCOc1cc(/C=N/N=C2/NC(=O)C(CC(=O)O)S2)ccc1OS(=O)(=O)c1ccc(C)cc1 (stereo not drawn)	14%	-7%	-25%	41	3%	58%[activator]	2%
O=C(Nc1ccc(Br)cc1)c1ccc(Br)c(S(=O)(=O)NCc2ccccc2)c1	·	-7%	·	-106*	·	·	-1%
CS(=O)(=O)NCCSCc1ccco1	15%	-4%	-23%	15	12%	-4%	-11%
COCCOC(=O)C1=C(C)Nc2ncnn2C1c1ccccc1 (stereo not drawn)	-4%	-35%	?	-4	1%	-18%	?
CC12CCC(C(=O)NCc3ccccc3Cl)(C(Br)C1=O)C2(C)C (stereo not drawn)	39%[activator]	-14%	1%	-10	-4%	-2%	-6%
CS(=O)(=O)c1ccc2nc(NC(=O)c3cc([N+](=O)[O-])cc([N+](=O)[O-])c3)sc2c1	-8%	8%	-28%	60	3%	0%	-20%
Cc1oc(-c2ccc(Cl)cc2)nc1CN1CCCC(C(=O)NCc2cccnc2)C1 (stereo not drawn)	1µM*	4%	141%[activator]	-84*	1%	-5%	-2%
COc1ccc(CNc2cccnc2Cl)cc1	·	2%	·	69	·	1%	·
C=CCc1cccc(CNc2ccc(Br)cc2)c1O	9%	-1%	-40%	-32	-8%	7%	6%
O=c1c2ccccc2nc(SCc2cccc(F)c2)n1C1CCCC1	-21%	0%	-12%	?	4%	25%	?
CCOc1ccc(NC(=O)NCCN2CCN(c3ccccc3F)CC2)cc1	-8%	-19%&1%	11%	?	0%	19%	-2%&18%
COc1ccc(N2CCN(CC(=O)Nc3nc4c(s3)CC(C)CC4)CC2)cc1 (stereo not drawn)	?	-9%	113%[activator]	-24	8%	-20%	-15%
Cn1c(=O)c2sccc2n2c(CCCC(=O)NCCc3ccc(S(N)(=O)=O)cc3)nnc12	2%	1%	-7%	5	-8%	3%	3%
Cc1nn(Cc2ccccc2)c(C)c1NC(=O)CSc1n[nH]c(C)c1[N+](=O)[O-]	-1%	-8%	-7%	-12	2%	-2%	?
COc1cccc(NC(=O)Nc2cc(C(=O)NCC3CCCO3)ccc2N2CC3CC(C2)c2cccc(=O)n2C3)c1 (stereo not drawn)	4%	0%	136%[activator]	0	9%	-1%	0%
c1ccc2[nH]c(CN3CCOCC3)nc2c1	-3%	0%	-18%	9	2%	12%	0%
COCCN1C(=O)c2oc3ccc(C)cc3c(=O)c2C12C(=O)N(C)c1ccccc12 (stereo not drawn)	·	2%	·	-2	·	·	3%
CCn1c(SCC(=O)Nc2nccs2)nnc1-c1ccncc1	8%	-3%	-6%	15	3%	-7%	0%
O=C(Nc1ccc(Cl)cc1)N1CCOC12CCCCC2	4%	-3%	-23%	-27	-5%	-8%	-1%

Individual results from the entries so far.
CCn1c(SCC(=O)Nc2nccs2)nnc1-c1ccncc1 in TbPYK inhibitor is entered as -3%
COc1cccc(NC(=O)Nc2cc(C(=O)NCC3CCCO3)ccc2N2CC3CC(C2)c2cccc(=O)n2C3)c1 (stereo not drawn) in AmpC no deterg is entered as 136%[activator]

Compound activity: PubChem BioAssay, National Center for Advancing Translational Sciences (NCATS)
